Screening results: PubChem BioAssay, National Center for Advancing Translational Sciences (NCATS)
S3 lipid droplet = qHTS Assay for Lipid Storage Modulators in Drosophila S3 Cells; Drosophila S3 cells, BODIPY lipid droplet fluorescence, 18-24 h; cells fed with added oleic acid; Potency in µM for hits, for the others lipid storage change, negative = inhibition, % at the top dose, mostly 46.1 µM; actives 0.64% (n = 320,000); AID 2685; active means well fitted inhibition curve with a large enough effect in the signal ratio, with a control signal flat, not every such curve was filed as active; inconclusive means small, poorly fitted or top-dose-only effect, or effect the other way, or a change in a side signal; the % refers to the signal ratio
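Drosophila S3 cells got compounds at several concentrations plus oleic acid (400 uM solution). Laser-scanning cytometry with 488 nm excitation read lipid droplets at 500-530 nm and cells at 575-640 nm. Percent activity was relative to 20 uM Triacsin C.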
S3 lipid droplet cell count max = further read-out of S3 lipid droplet, marked with its call; cell number change, %; measured here: cell count max response;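 cells counted by Cell Tracker Red CMTPX staining in the red channel; peak over a dose series mostly up to 46.1 µM; percent activity relative to internal control wells on each plate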
* = called active by the depositor; i = inactive; ? = inconclusive; / = no result given; [ ] = another dose, or the depositor's remark. On the % scale 0 is the no-effect control and ±100 the full control effect; potency means the concentration at half of the fitted maximal effect. Only part of the results is shown; count on the stated rates, not on these rows.

Molecule,S3 lipid droplet cell count max,S3 lipid droplet
O=c1oc(/C=C/c2ccco2)nc2sc3c(c12)CCC3,-25,-28%
CCN1CCN(C(c2cccs2)C(C)NC(=O)c2ccccc2)CC1 (stereo not given),13,3%
C=CCn1c(SCC(=O)Nc2nc3ccccc3s2)nc(O)c(CC)c1=O,-9,-10%
O=C1N(Cc2cccc(Cl)c2)C[C@@H]2C[C@@H](c3ccccn3)N3CCC[C@@]123,1,24%
COc1ccc(Cc2nc(N)nc(N)n2)cc1,7,9%
COCCCNC(=S)N/N=C/c1ccc(OC)c(Br)c1,-1,18%
CC(/C=C/c1ccccc1F)=N\NC(=O)c1cccc(F)c1,/,?
COC(=O)C1=C(C)N(Cc2ccccc2)C(=NCc2cccc(C(F)(F)F)c2)N[C@H]1c1cccc(C(F)(F)F)c1,/,?
C/C(=N\NC(=O)Cc1ccc(Cl)cc1)c1ccc(F)cc1,/,?
O=C(COc1ccc(Br)cc1Cl)Nn1cnnc1,4,2%
CC(=C/c1ccccc1)/C=N/NC(=O)c1ccccn1,11,14%
CN(C(=O)Cn1cnc2ccccc2c1=O)C1CCS(=O)(=O)C1 (stereo not given),8,4%
CCCCCCCCCCCCC(=O)CCCCC(=O)O,8,-3%
CC1CN(C(=S)Nc2ccc(Br)cc2)CC(C)O1 (stereo not given),/,?
O=C(NCCCN1CCOCC1)[C@@H]1CSC2c3ccccc3C(=O)N21 (stereo not given in full),-7,-17%
COc1ccc(NC(=O)CCNS(=O)(=O)c2cc(Br)cnc2N)c(OC)c1,/,-15%
N#CCOC(=O)C1c2ccccc2Oc2ccccc21,/,?
O=C(CCCCCN1C(=O)c2ccccc2C1=O)Nc1ccccc1,/,?
CCCCN(CC)Cc1ccc(CNC(=O)Nc2ccc(Cl)cc2)o1,8,-6%
O=C(COc1ccccc1[N+](=O)[O-])Nc1cccc(S(=O)(=O)NC2=NCCCCC2)c1,/,?
S=C(NNC(=S)NC1CC2CCC1C2)NC1CC2C=CC1C2 (stereo not given),-6,-8%
O=C(O)c1ccc(C=C(c2nc3ccccc3s2)c2nc3ccccc3s2)cc1,/,?
O=C1CCCCN1CCCC(=O)N1CCCC(Nc2ccc(F)c(F)c2)C1 (stereo not given),/,?
CCOC(=O)c1cc(S(=O)(=O)Nc2ccc(OC)cc2OC)cn1C,23,-18%

A run of entries taken from the entries so far:
Molecule,S3 lipid droplet cell count max,S3 lipid droplet
O=c1oc(/C=C/c2ccco2)nc2sc3c(c12)CCC3,-25,-28%
CCN1CCN(C(c2cccs2)C(C)NC(=O)c2ccccc2)CC1 (stereo not given),13,3%
C=CCn1c(SCC(=O)Nc2nc3ccccc3s2)nc(O)c(CC)c1=O,-9,-10%
O=C1N(Cc2cccc(Cl)c2)C[C@@H]2C[C@@H](c3ccccn3)N3CCC[C@@]123,1,24%
COc1ccc(Cc2nc(N)nc(N)n2)cc1,7,9%
COCCCNC(=S)N/N=C/c1ccc(OC)c(Br)c1,-1,18%
CC(/C=C/c1ccccc1F)=N\NC(=O)c1cccc(F)c1,/,?
COC(=O)C1=C(C)N(Cc2ccccc2)C(=NCc2cccc(C(F)(F)F)c2)N[C@H]1c1cccc(C(F)(F)F)c1,/,?
C/C(=N\NC(=O)Cc1ccc(Cl)cc1)c1ccc(F)cc1,/,?
O=C(COc1ccc(Br)cc1Cl)Nn1cnnc1,4,2%
CC(=C/c1ccccc1)/C=N/NC(=O)c1ccccn1,11,14%
CN(C(=O)Cn1cnc2ccccc2c1=O)C1CCS(=O)(=O)C1 (stereo not given),8,4%
CCCCCCCCCCCCC(=O)CCCCC(=O)O,8,-3%
CC1CN(C(=S)Nc2ccc(Br)cc2)CC(C)O1 (stereo not given),/,?
O=C(NCCCN1CCOCC1)[C@@H]1CSC2c3ccccc3C(=O)N21 (stereo not given in full),-7,-17%
COc1ccc(NC(=O)CCNS(=O)(=O)c2cc(Br)cnc2N)c(OC)c1,/,-15%
N#CCOC(=O)C1c2ccccc2Oc2ccccc21,/,?
O=C(CCCCCN1C(=O)c2ccccc2C1=O)Nc1ccccc1,/,?
CCCCN(CC)Cc1ccc(CNC(=O)Nc2ccc(Cl)cc2)o1,8,-6%
O=C(COc1ccccc1[N+](=O)[O-])Nc1cccc(S(=O)(=O)NC2=NCCCCC2)c1,/,?
S=C(NNC(=S)NC1CC2CCC1C2)NC1CC2C=CC1C2 (stereo not given),-6,-8%
O=C(O)c1ccc(C=C(c2nc3ccccc3s2)c2nc3ccccc3s2)cc1,/,?
O=C1CCCCN1CCCC(=O)N1CCCC(Nc2ccc(F)c(F)c2)C1 (stereo not given),/,?
CCOC(=O)c1cc(S(=O)(=O)Nc2ccc(OC)cc2OC)cn1C,23,-18%

Next structures
Molecule,S3 lipid droplet cell count max,S3 lipid droplet
CCC1(c2ccc(F)cc2)NC(=O)N(CC(=O)N2CCc3ccccc32)C1=O (stereo not given),/,?
CC(C)NS(=O)(=O)c1cc(F)ccc1CN1C(=O)c2cccnc2C1=O,-16,62%
O=C(O)c1ccc(NS(=O)(=O)c2ccc(N3CCCC3)c([N+](=O)[O-])c2)cc1,9,0%
Clc1ccc(OCCn2cnc3ccccc32)cc1,-17,i
CN(C)c1cc(-c2ccc(C#N)cc2)oc(=O)c1Cl,6,14%
COc1ccc(CN2CCN(Cc3c[nH]c4ccccc34)CC2CCO)c(F)c1 (stereo not given),/,?
CCC(C)Sc1ccc([C@@H]2[C@H]3C(=O)N(CC)C(=O)[C@H]3[C@]3(C(=O)OC)CCCN23)cc1OC (stereo not given in full),/,?
COC(=O)c1ccc(/C=N/NC(=S)NCCN2CCOCC2)cc1,/,?
C[C@H](NC(=O)[C@@H]1Cc2ccccc2CN1)C(=O)NC1CCCC1,/,?
CCOC(=O)Nc1ccc(NC(=O)OCC)cc1,7,-2%
CCn1c(SCC(=O)N(C)c2ccccc2)nc2c([nH]c3ccccc32)c1=O,/,?
O=C(NCCCNc1ccc(C(F)(F)F)cc1[N+](=O)[O-])c1ccc(Cl)cc1,/,?
Brc1csc(C=Nc2ccc3c(c2)OCCOCCOCCOCCO3)c1,9,-6%
Cc1cccc(NC(=S)NC(=O)CCc2ccccc2)c1C,/,?
N#Cc1nc(-c2ccc(F)cc2)oc1N1CCC(C(N)=O)CC1,/,i
Cn1cccc1-c1nc2ccc([N+](=O)[O-])cc2[nH]1,7,-9%
O=C(c1ccccc1)N(Cc1cccc(Br)c1)C1CCS(=O)(=O)C1 (stereo not given),/,?
Cc1ccccc1CC1CCN(CCCNC(=O)Nc2ccccc2)CC1,/,?
O=C(CSc1ccc(-c2ccco2)nn1)Nc1ccc(F)cc1,/,?
Cc1cc(NS(=O)(=O)c2cccs2)no1,/,?
COc1ccc(N(C(=O)c2snc(C(N)=O)c2N)C(C(=O)NC2CCCC2)c2cccs2)cc1OC (stereo not given),/,?
CC(=O)c1ccc(S(=O)(=O)N2CCN(C(=O)c3ccccc3Cc3ccccc3)CC2)cc1,/,18%
COc1ccccc1C(=O)Nc1nnc(-c2ccc(F)cc2)s1,-6,-11%
Clc1cccc(CNc2nnnn2-c2ccccc2)c1,-22,-6%

Ordered by length of the SMILES (ascending): some entries from above
Molecule,S3 lipid droplet cell count max,S3 lipid droplet
Cc1cc(NS(=O)(=O)c2cccs2)no1,/,?
COc1ccccc1C(=O)Nc1nnc(-c2ccc(F)cc2)s1,-6,-11%
CC(=O)c1ccc(S(=O)(=O)N2CCN(C(=O)c3ccccc3Cc3ccccc3)CC2)cc1,/,18%

Other compounds follow.
Molecule,S3 lipid droplet cell count max,S3 lipid droplet
CCOc1cc(S(=O)(=O)NC2CCCCCC2)ccc1F,/,i
S=C(Nc1cccc(Cl)c1)N1CCN(c2ccccn2)CC1,/,?
COc1ccc(CC(=O)N(CCC2=CCCCC2)c2c(N)n(Cc3ccccc3)c(=O)[nH]c2=O)cc1OC,/,?
C=CCN(C(=O)CNS(=O)(=O)c1ccccc1)C(C(=O)NCCOC)c1cccnc1 (stereo not given),/,?
CN(CCCC1CCCC1)C(=O)CCc1nnc(-c2ccccc2)o1,-20,-7%
Cc1ccnc(NC(=O)CCCOc2cc(=O)n(C)c3ccccc23)c1,/,?
CCOCCCNC(=O)CC1Oc2ccc(C)cc2NC1=O (stereo not given),/,?
O=C(Cn1c(=O)n(CCCC(=O)NC2CCCC2)c(=O)c2ccccc21)NCCC1=CCCCC1,/,19%
Cc1ccc(NC(=O)C(C)Sc2nnc(C)n2CC2CCCO2)cc1 (stereo not given),12,i
CCOC(=O)c1c(C)[nH]c(C(=O)COC(=O)COc2ccc(OC)cc2)c1C,/,?
COc1ccc(NC(=O)C2CCN(c3ncnc4c3nc3n4CCCCC3)CC2)c(OC)c1,/,?
O=C(c1ccc2c(c1)OCO2)C1CCCN(C(=O)NCc2ccccc2)C1 (stereo not given),-1,-2%
CCCSc1nnc(NC(=O)c2nc(SC)ncc2Cl)s1,/,?
Cc1ccc(NC2CCCN(C(=O)c3cn4cccc(C)c4n3)C2)cc1C (stereo not given),/,?
COc1ccc(/C=C2\SC(=Nc3ccccc3OC)NC2=O)cc1,-12,13%
CCO[C@H]1OC(C(=O)N2CCCCCCC2)=C[C@@H](c2ccccc2)[C@@H]1CCCO,-3,-17%
COC(=O)c1nc2n(n1)C(c1ccc(OC)c(OC)c1)C(C(=O)OC1CCCCC1)=C(C)N2 (stereo not given),/,?
O=C(NNC(=O)c1ccco1)c1ccccc1,2,8%
CCOC(=O)c1nnsc1N,-9,-19%
CCCC1Cc2nc(Cl)c(C#N)cc2CO1 (stereo not given),-2,-9%
O=c1cc(CSc2ccccc2)[nH]c(=S)[nH]1,/,1%
CN1CCN(C2=C(Cl)C(=O)N(CCc3ccccc3)C2=O)CC1,/,?
C/C(=N/Nc1nc(C)cc(-c2ccccc2)n1)c1ccco1,/,?
O=C(c1cccnc1)N(Cc1ccccc1)c1ccccc1,12,i
COCCn1c(SCc2cnc(-c3ccccc3)s2)nnc1-c1ccncc1,/,?
COC(=O)c1ccccc1NC(=O)CN1CCCCC1,/,?
CCn1nc(C)cc1C(=O)N1CCCC(C(=O)c2ccc(Oc3ccccc3)cc2)C1 (stereo not given),-9,i[0.369 µM]
NS(=O)(=O)c1ccc(CCNCC(=O)N2CCC(Cc3ccccc3)CC2)cc1,/,?
